Screening data from PubChem BioAssay.
procasp7 counter: activates human procaspase-7, counter-screen for procaspase-3 activators; P55210; recombinant procaspase-7, Ac-DEVD-pNA absorbance 405 nm; D23A/D198A/D206A triple mutant, cannot self-cleave; scale: DMSO 0, 5 µM enzyme 100; activation, % at 8.5 µM; 330,000 tested, 0.093% active; AID 463210;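 active = percent activation above the screen-wide mean plus 3 SD, cut at about 25% in these data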
Target sequence (P55210 whole entry D23A/D198A/D206A): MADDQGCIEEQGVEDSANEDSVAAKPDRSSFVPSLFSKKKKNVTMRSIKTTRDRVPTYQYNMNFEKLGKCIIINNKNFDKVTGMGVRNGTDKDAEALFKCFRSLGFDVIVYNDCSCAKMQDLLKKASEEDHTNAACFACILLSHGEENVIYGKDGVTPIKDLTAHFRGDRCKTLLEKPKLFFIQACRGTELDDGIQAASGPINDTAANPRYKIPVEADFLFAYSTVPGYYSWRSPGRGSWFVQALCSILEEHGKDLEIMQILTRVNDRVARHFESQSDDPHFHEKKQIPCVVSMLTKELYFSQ
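Assay system: Uncleavable procaspase-7 mutant enzyme; Input: 2 µM procaspase-7 mutant as dispensed; Also added: DEVD-pNA substrate; Medium: Zinc-free HEPES pH 7.4 with 300 mM NaCl, 0.01% Triton X-100; Timing: 1 h compound preincubation, 2 h substrate cleavage, 25 °C; Measured by: Epi-absorbance of released pNA at 405 nm, two timepoints.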
PAFAH2 FP inh: inhibitors of human PAFAH2; inhibition, % at 3.39 µM; recombinant PAFAH2, FP-rhodamine activity probe, fluorescence polarization; Q99487; 340,000 tested, 0.99% active;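 active = inhibition above the mean over all tested compounds plus 3 SD, cut at about 30% in these data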;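 also: inhibitors block probe labeling of enzyme so polarization drops; 0% = enzyme with DMSO and 100% = wells lacking PAFAH2 protein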
PP1 inh: counter-screen for PP5 inhibitors: inhibitors of human PP1-alpha. purified PP1alpha, OMFP fluorescence. AID 2235. 320,000 tested, 0.9% active. inhibition, % at 6.7 µM. P62136;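 active = inhibition above the mean inhibition of all tested compounds plus 3 SD, computed separately for each screening campaign, cut at about 15% in these data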
proCasp3 act: activators of human procaspase-3 | P42574 | recombinant procaspase-3 D3A, Ac-DEVD-pNA absorbance 405 nm | activation, % at 8.5 µM | 330,000 tested, 0.11% active;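 active = activation above the mean of all tested compounds plus 3 SD, cut at about 21% in these data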;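 also: 0% = DMSO alone and 100% = DMSO wells spiked with extra 5 µM PC-3 D3A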
Target sequence (P42574 whole entry D9A/D28A/D175A): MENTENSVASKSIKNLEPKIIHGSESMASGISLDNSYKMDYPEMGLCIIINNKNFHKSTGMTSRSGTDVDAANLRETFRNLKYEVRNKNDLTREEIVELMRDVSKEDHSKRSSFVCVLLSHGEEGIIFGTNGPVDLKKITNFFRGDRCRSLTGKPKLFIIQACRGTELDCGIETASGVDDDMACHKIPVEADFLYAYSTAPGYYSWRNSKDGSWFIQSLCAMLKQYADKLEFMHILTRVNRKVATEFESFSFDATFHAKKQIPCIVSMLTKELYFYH
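Assay system – Procaspase-3 D3A mutant, all three cleavage aspartates alanine · Controls – DMSO-only low control, 5 µM PC-3 D3A high control · Schedule – 1 h compound preincubation, 2 h substrate hydrolysis at 25 °C · Signal – 405 nm absorbance of p-nitroaniline, reads at 0 and 120 min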
AHR activator: human AHR activation; P35869; AHR-responsive luciferase reporter cells, luminescence; activation, % at 5 µM; AID 2796; 320,000 tested, 2.5% active; in the data active = activation above about 47%;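 also: 0% = vehicle wells and 100% = reference agonist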
CTSL1 counter: cathepsin L1 inhibition, PFM18AAP counter-screen. 300,000 tested, 0.49% active. inhibition, % at 5.96 µM. recombinant F. hepatica cathepsin L1, Z-Leu-Arg-MCA fluorescence;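 active = inhibition above the mean of all tested compounds plus 3 SD, set per screening campaign, cut at about 17% in these data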;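 also: 0% = plate median of test compound wells and 100% = 1 µM Z-Phe-Ala-diazomethylketone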
PP5 inh: blocks human protein phosphatase 5 activity. inhibition, % at 6.7 µM. purified PP5c, OMFP substrate fluorescence. 320,000 tested, 0.18% active;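 active = inhibition above the campaign's mean inhibition across all tested compounds plus 3 SD, cut at about 9.5% in these data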;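 also: 0% = DMSO only and 100% = 100 µM cantharidin control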
Target sequence (P53041 whole entry, looked up): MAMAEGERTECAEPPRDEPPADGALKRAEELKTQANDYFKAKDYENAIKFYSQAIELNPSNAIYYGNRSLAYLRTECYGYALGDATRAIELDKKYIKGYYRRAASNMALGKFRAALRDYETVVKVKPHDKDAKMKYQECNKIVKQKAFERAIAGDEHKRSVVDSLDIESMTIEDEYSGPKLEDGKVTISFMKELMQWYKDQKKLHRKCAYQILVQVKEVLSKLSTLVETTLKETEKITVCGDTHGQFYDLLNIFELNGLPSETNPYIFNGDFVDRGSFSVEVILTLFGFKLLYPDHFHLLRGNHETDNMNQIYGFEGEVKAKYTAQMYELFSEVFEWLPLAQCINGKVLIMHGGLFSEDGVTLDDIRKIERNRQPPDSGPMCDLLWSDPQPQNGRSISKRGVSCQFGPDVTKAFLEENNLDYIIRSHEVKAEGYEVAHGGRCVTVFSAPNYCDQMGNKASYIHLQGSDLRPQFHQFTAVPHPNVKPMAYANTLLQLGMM
HCV core dimer: blocks dimerization of HCV core protein. TR-FRET GST/Flag-core106 dimerization, 1536-well. inhibition, % at 5 µM. 300,000 tested, 0.33% active. AID 1899;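 active = inhibition above the mean of all tested compounds plus 3 SD, set per screening campaign, cut at about 45% in these data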
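Test system: GST/Flag-tagged HCV core106 proteins; Medium: KF-containing HEPES buffer, pH 7.45, DTT, CHAPS, BSA; Times: compound-protein-antibody incubation 4 h at 22.5 °C; Detection: TR-FRET 671 and 617 nm emission; Benchmarks: wells lacking GST-core106 and wells with excess unlabelled core106.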
TPT1 inhibitor: blocks Candida albicans tRNA 2'-phosphotransferase | recombinant caTPT1, FP RNA substrate dephosphorylation | inhibition, % at 5 µM | 300,000 tested, 0.81% active | AID 1962;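 active = inhibition above the mean of all tested compounds plus 3 SD, set per screening campaign, cut at about 24% in these data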;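 also: plate controls were DMSO alone for no effect and ferristatin control at 100 nM for full effect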
* hit, by the source's call.

How did CC(Nc1nc(N2CCCCC2)nc2ccccc12)c1ccccc1 (stereo not given) do in these assays?
procasp7 counter: 6; PAFAH2 FP inh: -3; PP1 inh: -4; proCasp3 act: 10; AHR activator: 1; CTSL1 counter: -1; PP5 inh: 1.3; HCV core dimer: -2; TPT1 inhibitor: 0

How did O=C1N[C@@H](Cc2cn(S(=O)(=O)c3ccc([N+](=O)[O-])cc3)c3ccccc23)C(=O)N[C@H]1Cc1ccccc1 do in these assays?
procasp7 counter: 0; PAFAH2 FP inh: -8; PP1 inh: 5; proCasp3 act: 11; AHR activator: 1; CTSL1 counter: 2; PP5 inh: 4.6; HCV core dimer: 1; TPT1 inhibitor: -2

What do the screens show for `Nc1cccc2c1C(=O)N(C(=O)c1ccc(Cl)c(S(=O)(=O)N3CCCCCC3)c1)C2=O`?
procasp7 counter: 2; PAFAH2 FP inh: -2; PP1 inh: -5; proCasp3 act: 0; AHR activator: 1; CTSL1 counter: -13; PP5 inh: -1.8; HCV core dimer: 2; TPT1 inhibitor: -11

Results for CC(C)NC(=O)Nc1ccc2c(c1)C(=O)N([C@H](C)CO)C[C@H](C)[C@@H](CN(C)C(=O)Nc1ccccc1)O2 ?
procasp7 counter: 5; PAFAH2 FP inh: 1; proCasp3 act: 2; AHR activator: -2

What do the screens show for `CC1(C)C(=O)Nc2ccccc2N1C(=O)COC(=O)c1cccnc1Cl`?
procasp7 counter: 6; PAFAH2 FP inh: 1; proCasp3 act: 4; AHR activator: 1

Results for O=C(Nc1ccc2c(c1)OCCO2)c1ccc(Br)o1 ?
procasp7 counter: 12; PAFAH2 FP inh: -2; PP1 inh: 2; proCasp3 act: -3; AHR activator: 21; CTSL1 counter: -2; PP5 inh: 2.4; HCV core dimer: 11; TPT1 inhibitor: -5

How did Cc1ccc2c(c1)N(CC(=O)NC1CCCC1)C(=O)CO2 do in these assays?
procasp7 counter: 6; PAFAH2 FP inh: 0; PP1 inh: -3; proCasp3 act: 1; AHR activator: 0; CTSL1 counter: 1; PP5 inh: 1.3; HCV core dimer: -3; TPT1 inhibitor: -2

Results for CC(=O)c1c(N2CCOCC2)nc(=S)n(-c2cc(C)ccc2C)c1C ?
procasp7 counter: -14; PAFAH2 FP inh: 0; PP1 inh: 2; proCasp3 act: 7; AHR activator: 5; CTSL1 counter: -4; PP5 inh: 3.3; HCV core dimer: -1; TPT1 inhibitor: 1

What do the screens show for `Cc1nc2cc(C(F)(F)F)ccc2n1C1CCN(CC(=O)N2CCCC2)CC1`?
procasp7 counter: 6; PAFAH2 FP inh: -2; PP1 inh: -3; proCasp3 act: 2; AHR activator: -1; CTSL1 counter: 4; PP5 inh: 1.6; HCV core dimer: -1; TPT1 inhibitor: -2

Results for CCC(C)N(C(=O)COC(=O)c1[nH]c(C)c(C(C)=O)c1C)C1CCS(=O)(=O)C1 (stereo not given) ?
procasp7 counter: 7; PAFAH2 FP inh: -6; PP1 inh: 0; proCasp3 act: 2; AHR activator: 2; CTSL1 counter: -2; PP5 inh: -1.3; HCV core dimer: 3; TPT1 inhibitor: -2

What do the screens show for `CC(C)c1ccc(OCCCN2CCCC2)cc1`?
procasp7 counter: 8; PAFAH2 FP inh: 8; PP1 inh: -1; proCasp3 act: 0; AHR activator: 0; CTSL1 counter: -4; PP5 inh: -0.1; HCV core dimer: 5; TPT1 inhibitor: 2

How did Cc1cccc(N(CC(=O)NC2CCCC2)C(=O)CS(=O)CC(=O)Nc2ccc3c(c2)OCO3)c1C (stereo not given) do in these assays?
procasp7 counter: 4; PAFAH2 FP inh: 11; PP1 inh: -2; proCasp3 act: -7; AHR activator: 1; CTSL1 counter: -2; PP5 inh: 1.7; HCV core dimer: -2; TPT1 inhibitor: -4

Next section; it opens with the two that closed the last part.
What do the screens show for `CC(C)c1ccc(OCCCN2CCCC2)cc1`?
procasp7 counter: 8; PAFAH2 FP inh: 8; PP1 inh: -1; proCasp3 act: 0; AHR activator: 0; CTSL1 counter: -4; PP5 inh: -0.1; HCV core dimer: 5; TPT1 inhibitor: 2

How did Cc1cccc(N(CC(=O)NC2CCCC2)C(=O)CS(=O)CC(=O)Nc2ccc3c(c2)OCO3)c1C (stereo not given) do in these assays?
procasp7 counter: 4; PAFAH2 FP inh: 11; PP1 inh: -2; proCasp3 act: -7; AHR activator: 1; CTSL1 counter: -2; PP5 inh: 1.7; HCV core dimer: -2; TPT1 inhibitor: -4

How did CCOC(=O)c1cc(-c2cccc(C(F)(F)F)c2)nc2nc(SC)[nH]c(=O)c12 do in these assays?
procasp7 counter: 8; PAFAH2 FP inh: -5; PP1 inh: 2; proCasp3 act: -11; AHR activator: 8; CTSL1 counter: 3; PP5 inh: 4.9; HCV core dimer: 10; TPT1 inhibitor: -6

Results for C=CCN1C(=O)c2ccccc2Sc2ccc(C(=O)NC(C)C)cc21 ?
procasp7 counter: -3; PAFAH2 FP inh: -2; PP1 inh: 0; proCasp3 act: 3; AHR activator: 10; CTSL1 counter: 1; PP5 inh: 0.4; HCV core dimer: 12; TPT1 inhibitor: -3

Results for Cc1nc2c(=O)n(C)c(=O)[nH]c2n1Cc1ccccc1 ?
procasp7 counter: -3; PAFAH2 FP inh: -9; PP1 inh: -1; proCasp3 act: 0; AHR activator: 3; CTSL1 counter: 2; PP5 inh: 0.1; HCV core dimer: -13; TPT1 inhibitor: -1

What do the screens show for `Cc1csc(SCC(=O)Nc2ccc(F)cc2Cl)n1`?
procasp7 counter: -14; PAFAH2 FP inh: 4; proCasp3 act: 11; AHR activator: 0

What do the screens show for `O=C1C2C3CCC(C3)C2C(=O)N1CNc1ccc(F)cc1` (stereo not given)?
procasp7 counter: 2; PAFAH2 FP inh: 3; PP1 inh: -2; proCasp3 act: 7; AHR activator: 2; CTSL1 counter: 1; PP5 inh: 1.6; HCV core dimer: -4; TPT1 inhibitor: 0

How did O=C(O)C1C2C=CC3(CN(c4cccc(C(F)(F)F)c4)C(=O)C13)O2 (stereo not given) do in these assays?
procasp7 counter: 8; PAFAH2 FP inh: 1; PP1 inh: -3; proCasp3 act: 3; AHR activator: 4; CTSL1 counter: -4; PP5 inh: 1.6; HCV core dimer: -3; TPT1 inhibitor: -3

How did CCN(CC)C(=O)CCC(=O)Nc1ccc(C(=O)OC)cc1 do in these assays?
procasp7 counter: 8; PAFAH2 FP inh: -1; PP1 inh: 0; proCasp3 act: 6; AHR activator: 1; CTSL1 counter: -1; PP5 inh: -1.6; HCV core dimer: -3; TPT1 inhibitor: -8

Results for O=C(CSc1nc(-c2ccc(F)cc2)cc(C(F)(F)F)n1)NCCN1CCOCC1 ?
procasp7 counter: -2; PAFAH2 FP inh: 1; PP1 inh: 0; proCasp3 act: 6; AHR activator: -1; CTSL1 counter: 0; PP5 inh: -0.8; HCV core dimer: -1; TPT1 inhibitor: 2

What do the screens show for `CCCC(=O)Nc1nc(-c2ccc3c(c2)CCN3S(C)(=O)=O)cs1`?
procasp7 counter: -5; PAFAH2 FP inh: 1; PP1 inh: 2; proCasp3 act: 6; AHR activator: -3; CTSL1 counter: -4; PP5 inh: 3.1; HCV core dimer: 3; TPT1 inhibitor: -3

How did Cc1ccc(/C=C/C(=O)Nc2ccc(S(=O)(=O)Nc3onc(C)c3C)cc2)cc1 do in these assays?
procasp7 counter: -3; PAFAH2 FP inh: -8; PP1 inh: 0; proCasp3 act: 5; AHR activator: -1; CTSL1 counter: 3; PP5 inh: 2.4; HCV core dimer: 2; TPT1 inhibitor: -1

What do the screens show for `CCOc1ccc2[nH]c3nc(SCC(=O)NC4CCCC4)nnc3c2c1`?
procasp7 counter: 1; PAFAH2 FP inh: -5; PP1 inh: -1; proCasp3 act: 0; AHR activator: 3; CTSL1 counter: -1; PP5 inh: 1.4; HCV core dimer: 1; TPT1 inhibitor: 0

Results for CCCn1c(=O)n(C)c(=O)c2c(SC(C)C(=O)NCC3CCCO3)nc(CC(C)C)nc21 (stereo not given) ?
procasp7 counter: 3; PAFAH2 FP inh: -5; PP1 inh: -1; proCasp3 act: -4; AHR activator: -2; CTSL1 counter: 4; PP5 inh: -1.6; HCV core dimer: -1; TPT1 inhibitor: -6

What do the screens show for `O=C(CNc1cccc2ccccc12)N/N=C/c1ccc(C(=O)O)cc1`?
procasp7 counter: -1; PAFAH2 FP inh: 11; PP1 inh: 0; proCasp3 act: 4; AHR activator: 10; CTSL1 counter: 4; PP5 inh: -1.3; HCV core dimer: -14; TPT1 inhibitor: -2

Results for COc1cccc(-n2c(Cc3cc(=O)[nH]c(=O)[nH]3)nnc2SCc2cccc(C(F)(F)F)c2)c1 ?
procasp7 counter: -4; PAFAH2 FP inh: -3; PP1 inh: -1; proCasp3 act: 1; AHR activator: -2; CTSL1 counter: 1; PP5 inh: 0.7; HCV core dimer: -2; TPT1 inhibitor: 3

Results for CC(=O)N/C(=C/c1ccc2c(c1)OCO2)C(=O)O ?
procasp7 counter: 8; PAFAH2 FP inh: 1; PP1 inh: -3; proCasp3 act: -2; AHR activator: -1; CTSL1 counter: 1; PP5 inh: 0.3; HCV core dimer: 0; TPT1 inhibitor: 0

How did Cc1ccc(OCC(=O)NNC(=O)c2cccnc2)cc1C do in these assays?
procasp7 counter: -2; PAFAH2 FP inh: 9; PP1 inh: 3; proCasp3 act: -4; AHR activator: 2; CTSL1 counter: -7; PP5 inh: -7.6; HCV core dimer: -6; TPT1 inhibitor: -6

What do the screens show for `CN(C(=O)c1cc2c(s1)-c1ccccc1S(=O)(=O)C2)c1ccccc1F`?
procasp7 counter: -11; PAFAH2 FP inh: 1; PP1 inh: 2; proCasp3 act: 5; AHR activator: 8; CTSL1 counter: 5; PP5 inh: -0.6; HCV core dimer: 7; TPT1 inhibitor: 0

What do the screens show for `O=C(Nc1ccc(C(O)(C(F)(F)F)C(F)(F)F)cc1)c1ccc(Cl)c([N+](=O)[O-])c1`?
procasp7 counter: -2; PAFAH2 FP inh: -22; PP1 inh: 5; proCasp3 act: -1; AHR activator: 8; CTSL1 counter: 0; PP5 inh: 11*; HCV core dimer: 4; TPT1 inhibitor: -1

Results for NC(=O)C1CCN(C(c2ccccc2Cl)c2nnnn2CC2CCCO2)CC1 (stereo not given) ?
procasp7 counter: 9; PAFAH2 FP inh: 1; PP1 inh: 2; proCasp3 act: 6; AHR activator: 0; CTSL1 counter: 1; PP5 inh: -1.7; HCV core dimer: -9; TPT1 inhibitor: -1

How did CCOc1nc2ccccc2nc1NS(=O)(=O)c1ccc(Cl)cc1 do in these assays?
procasp7 counter: 12; PAFAH2 FP inh: -5; PP1 inh: 2; proCasp3 act: -4; AHR activator: 5; CTSL1 counter: 4; PP5 inh: -1.1; HCV core dimer: 11; TPT1 inhibitor: 0

What do the screens show for `COc1cc(NC(=O)CSc2nnc3ccc(-c4cccnc4)nn23)cc(OC)c1`?
procasp7 counter: 5; PAFAH2 FP inh: 2; PP1 inh: 0; proCasp3 act: 2; AHR activator: 2; CTSL1 counter: 3; PP5 inh: 1.6; HCV core dimer: 0; TPT1 inhibitor: 2

How did COc1ccccc1/C=C/C(=O)NCC(=O)N/N=C(/C)c1ccc(Cl)cc1 do in these assays?
procasp7 counter: -7; PAFAH2 FP inh: 2; PP1 inh: 4; proCasp3 act: 9; AHR activator: 18; CTSL1 counter: 0; PP5 inh: 4.7; HCV core dimer: 7; TPT1 inhibitor: 0
